# Compound activity as filed in PubChem BioAssay.
# Tat export inh: E. coli Tat export inhibitors, primary screen, MC4100, TorA-mCherry reporter, fluorescence, single point. inhibition, % at 10 µM. 0.036% of 340,000 active. AID 488895, 2010;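 active means mean replicate inhibition at least 50% and at least half of replicates individually reaching 50%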;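 further: exported cargo escapes ClpAP degradation while cytoplasmic cargo is degraded and loses fluorescence; 0% = median of neutral control wells and 100% = median of NaSCN control wells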
# HTR5A inv ctr: HTR5A inverse agonists in luminescence cell assay, primary screen, counter-screen for OPRM1-OPRD1 heterodimer inverse agonist project, full-deck HTS; 5-hydroxytryptamine receptor 5A (Homo sapiens), P47898; 0.083% of 340,000 active; inhibition, % at 9.3 µM; AID 504634, 2011; HTR5A cell line, inverse agonism; in the data active means inhibition mostly above about 23%, no sharp cut-off; inactive means mostly below about 18%;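 further: 0% = cells with DMSO and 100% = no-cell wells with DMSO; some compounds called inactive have numbers as strong as hits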
# Target sequence (P47898 whole entry, looked up): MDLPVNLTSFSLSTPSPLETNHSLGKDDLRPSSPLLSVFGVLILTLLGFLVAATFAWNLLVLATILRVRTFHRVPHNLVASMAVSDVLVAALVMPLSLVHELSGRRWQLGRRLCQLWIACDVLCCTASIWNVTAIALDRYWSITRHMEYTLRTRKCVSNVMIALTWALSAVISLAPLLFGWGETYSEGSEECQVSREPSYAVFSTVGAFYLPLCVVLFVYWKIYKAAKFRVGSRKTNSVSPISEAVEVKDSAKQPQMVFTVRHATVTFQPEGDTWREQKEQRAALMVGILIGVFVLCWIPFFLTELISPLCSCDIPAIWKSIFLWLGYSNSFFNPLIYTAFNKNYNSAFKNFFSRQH
# PKA-R1A activ: activators of PKA-R1A holoenzyme, primary screen, biochemical, fluorescence polarization, Cy5-IP20, bovine R1A, mouse PKAc; cAMP-dependent protein kinase type I-alpha regulatory subunit (Bos taurus) + …; PKA-R1A dissociation; scaled: DMSO 0%, 113 µM cGMP 100%; activation, % at 11.4 µM; 0.083% of 340,000 active; AID 504707, 2011;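 active means percent activation above the mean of all tested compounds plus 3 SD, cut at about 19% in these data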;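 further: higher means more PKAc released from R1A so a rise in polarization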
# phage Ecoli inh: growth loss of phage-infected E. coli, primary screen, RecBCD inhibitor project, absorbance, with phage, HTS; inhibition, % at 11.9 µM; 0.26% of 360,000 active; AID 651602, 2012; in the data active means inhibition above about 11%
# PfHsp90 set2: growth inhibition of PfHsp90-expressing yeast, primary screen, antimalarial PfHsp90 inhibitor project, S. cerevisiae, BacTiter-Glo luminescence, single point, set 2; BacTiter-Glo ATP, 48 h; yeast lacking PDR1 and PDR3 efflux regulators; inhibition, % at 9.4 µM; 0.32% of 310,000 active; AID 504621, 2011;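 active means every replicate shows inhibition above about 80%, whatever the replicate mean, limit read from the data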;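 further: 0% = DMSO neutral controls and 100% = 20 µM radicicol positive controls; yeast relying on Plasmodium falciparum Hsp90 in place of its own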
# PKA-R2B activ: activators of PKA-R2B holoenzyme, primary screen, biochemical, fluorescence polarization, Cy5-IP20, human; activation, % at 11.4 µM; 0.079% of 340,000 active; PKA-R2B holoenzyme dissociation; R2B truncated from residue 108, S112A mutant; 0% DMSO only, 100% 113 µM cGMP;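 active means activation above a cutoff set at the mean over all compounds plus 3 SD, cut at about 18% in these data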;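 further: higher means more holoenzyme dissociation and a rise in polarization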
# Target sequence (P31323 whole entry, looked up, other chains not shown, the tested form may be a part): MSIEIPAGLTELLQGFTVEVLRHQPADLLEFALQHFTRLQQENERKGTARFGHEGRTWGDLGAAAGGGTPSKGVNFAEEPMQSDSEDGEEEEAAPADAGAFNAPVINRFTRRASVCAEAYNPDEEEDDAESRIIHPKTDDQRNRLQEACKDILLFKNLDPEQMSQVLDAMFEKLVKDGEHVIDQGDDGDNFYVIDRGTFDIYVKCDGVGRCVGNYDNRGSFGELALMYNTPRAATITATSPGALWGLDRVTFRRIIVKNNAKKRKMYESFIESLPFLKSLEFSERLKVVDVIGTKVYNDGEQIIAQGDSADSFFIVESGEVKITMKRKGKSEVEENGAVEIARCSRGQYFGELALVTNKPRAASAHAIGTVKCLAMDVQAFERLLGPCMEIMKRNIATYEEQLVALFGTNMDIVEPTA
# AddAB inh: growth inhibition of E. coli expressing H. pylori AddAB, primary screen, AddAB inhibitor project, absorbance | inhibition, % at 11.9 µM | 0.29% of 330,000 active; in the data active means inhibition above about 12%;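 further: 0% = vehicle wells of infected cells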
# SUMO Mot1 rescue: yeast Mot1-301 growth rescue at high temperature, primary screen, SUMOylation pathway inhibitor project, S. cerevisiae, ATP luminescence, 38.5C | growth rescue, % at 18.8 µM | 1% of 320,000 active | S. cerevisiae Mot1-301 growth rescue; percent above DMSO median, 100 means doubled;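 active means every valid replicate shows activation above 250% relative to neutral control wells; inactive means the rest, any valid replicate at or below 250%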;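 further: OY570 slx delta 5 strain wells were the positive control but not used for scaling; some compounds called inactive have numbers as strong as hits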
# MOR-DOR inv ag: inverse agonists of MOR-DOR heterodimerization, primary screen, cell-based, luminescence | cell-based MOR-DOR heterodimer luminescence, inverse agonism | AID 504357, 2011 | Mu-type opioid receptor (Homo sapiens) + Delta-type opioid receptor (Homo sapiens), … | inhibition, % at 9.3 µM | 0.21% of 340,000 active; in the data active means inhibition above about 22%, passing the limit was not always enough;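 further: 0% = cells with DMSO and 100% = wells without cells with DMSO; values of inactives mirror those of a sister screen read the other way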
# OPRM1-OPRD1 ag: agonists of OPRM1-OPRD1 heterodimerization, primary screen, cell-based, luminescence; AID 504326, 2011; Mu-type opioid receptor (Homo sapiens) + Delta-type opioid receptor (Homo sapiens), …; activation, % at 9.3 µM; 0.3% of 340,000 active; cells; in the data active means activation above about 18%;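 further: 0% = vehicle-treated cells and 100% = reference agonist; values of inactives mirror those of a sister screen read the other way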
# E coli growth: E. coli V3065 growth inhibition, primary screen, counter-screen for AddAB inhibitor project, absorbance, OD600; 18 h; inhibition, % at 11.9 µM; 0.27% of 330,000 active; AID 449728, 2010;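 active means inhibition above the campaign's mean inhibition across all tested compounds plus 3 SD, cut at about 9.9% in these data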;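 further: uninfected addAB+ strain grown without phage in ampicillin broth; 0% = DMSO wells and 100% = ciprofloxacin 0.95 µg/ml wells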
# Starred values were filed as active, the others as inactive; nt = not tested or not shown.
SMILES,Tat export inh,HTR5A inv ctr,PKA-R1A activ,phage Ecoli inh,PfHsp90 set2,PKA-R2B activ,AddAB inh,SUMO Mot1 rescue,MOR-DOR inv ag,OPRM1-OPRD1 ag,E coli growth
CC1CCN(Cc2nnc(-c3cccc(Br)c3)o2)CC1,9,-1,1,1.2,35,-5,1.8,-1,-27,5.7,1.0
O=C(Nc1ccccc1Cl)c1ccn[nH]1,-6,-33,6,4.0,23,-5,1.0,2,12,-2.1,1.9
CCN(CC(=O)Nc1ccc(OC)cc1)C(=O)c1ccc2c(=O)n3c(nc2c1)CCC3,-14,-6,12,2.2,-26,-4,0.6,0,3,-0.6,0.9
Cn1cnnc1SCC(=O)Nc1ccc(F)cc1,-4,-20,1,1.8,4,3,-1.7,-10,3,-0.6,-1.3
CCC(C)[C@H](NC(=O)[C@@H]1CSC2c3ccccc3C(=O)N21)C(=O)NC1CCCC1 (some centres undefined),-4,2,3,6.8,7,-1,1.4,-7,13,-2.6,-0.1
COc1ccc(CCN=C(N)NS(=O)(=O)c2ccc(C)cc2)cc1OC,1,-30,-3,4.7,-17,-4,1.3,-3,-27,3.7,1.7
Cc1ccccc1NC(=O)C1C2CCCCC21 (centres undefined),5,11,-6,1.4,-21,-5,-0.3,8,19,-4.1,-3.2
CN(C)Cc1c(O)ccc2c3c(c(=O)oc12)CCCCC3,-3,-27,6,2.8,17,5,5.5,-2,17,-2.9,3.7
Cc1ccsc1C(=O)N[C@@H](C)c1nnc2ccccn12,-1,-14,-1,-1.0,-5,-13,2.8,-1,6,-1.3,-3.5
COc1cc(NC(=O)c2ccccc2)c(OC)cc1NC(=O)CN1C(=O)NC2(CCCCC2C)C1=O (centres undefined),-4,-9,1,1.7,-21,7,0.9,-4,2,-0.4,-1.9
Cc1ccc(C(=O)N2CCN(c3ccc(C(F)(F)F)cn3)CC2)o1,-1,-30,5,0.5,-25,6,0.7,20,9,-2.2,-1.9
Cc1cc(C(=O)OCC(=O)Nc2c(Cl)cccc2C(F)(F)F)c(C)o1,0,5,4,1.9,nt,-4,0.2,-9,12,-2.2,-0.8
COc1ccc(C2=NOC(C(=O)Nc3cccnc3Cl)C2)cc1 (centres undefined),3,-11,-7,0.5,-33,-8,1.5,7,1,-0.2,0.9
COC(=O)c1ccc(CSc2nc3ccccc3c(=O)n2Cc2ccco2)o1,2,2,-8,2.0,-125,-8,1.4,9,5,-0.9,0.9
O=S(=O)(NCc1ccccc1)c1ccc(F)cc1Br,-1,26,-12,0.4,-2,-7,3.5,10,-18,2.9,-2.4
Cc1cc(OCCOCCNC(C)C)cc(C)c1Cl,10,11,-5,-1.0,20,-3,0.8,-3,4,-0.7,2.0
O=C1N(c2ccccc2)C[C@@H]2C[C@@H](c3cccs3)N3CCC[C@@]123,-3,12,-10,2.6,-35,-3,-1.1,-13,19,-3.8,-0.6
CCN(CC)c1ccc(NC(=O)COC(=O)c2cccs2)cc1,0,8,4,1.9,-21,-9,2.5,-9,-2,0.3,1.4
CCOC(=O)c1cnc(SC2CCc3ccccc3C2=O)nc1N (centres undefined),5,4,-7,1.9,nt,-5,3.8,79,-22,3.7,-0.1
O=C(COC(=O)c1ccc(S(=O)(=O)Nc2ccccc2)cc1)NCc1ccco1,3,-7,0,2.6,9,5,1.0,nt,9,-2.0,0.8

# Compound profiles (already shown). Order of values: Tat export inh | HTR5A inv ctr | PKA-R1A activ | phage Ecoli inh | PfHsp90 set2 | PKA-R2B activ | AddAB inh | SUMO Mot1 rescue | MOR-DOR inv ag | OPRM1-OPRD1 ag | E coli growth
# COc1ccc(C2=NOC(C(=O)Nc3cccnc3Cl)C2)cc1 (centres undefined) is entered as 3 | -11 | -7 | 0.5 | -33 | -8 | 1.5 | 7 | 1 | -0.2 | 0.9
# CC1CCN(Cc2nnc(-c3cccc(Br)c3)o2)CC1 is entered as 9 | -1 | 1 | 1.2 | 35 | -5 | 1.8 | -1 | -27 | 5.7 | 1.0
# COC(=O)c1ccc(CSc2nc3ccccc3c(=O)n2Cc2ccco2)o1 is entered as 2 | 2 | -8 | 2.0 | -125 | -8 | 1.4 | 9 | 5 | -0.9 | 0.9
# Cc1cc(C(=O)OCC(=O)Nc2c(Cl)cccc2C(F)(F)F)c(C)o1 is entered as 0 | 5 | 4 | 1.9 | nt | -4 | 0.2 | -9 | 12 | -2.2 | -0.8
# CN(C)Cc1c(O)ccc2c3c(c(=O)oc12)CCCCC3 is entered as -3 | -27 | 6 | 2.8 | 17 | 5 | 5.5 | -2 | 17 | -2.9 | 3.7

# Other entries
SMILES,Tat export inh,HTR5A inv ctr,PKA-R1A activ,phage Ecoli inh,PfHsp90 set2,PKA-R2B activ,AddAB inh,SUMO Mot1 rescue,MOR-DOR inv ag,OPRM1-OPRD1 ag,E coli growth
O=C(NCc1ccccc1Cl)c1ccc(Cn2cc(C(F)(F)F)ccc2=O)cc1,-4,12,-10,2.6,nt,9,1.8,-2,19,-3.9,3.1
COc1ccc(C(C)C)cc1S(=O)(=O)N1CCC(C(=O)NCc2cccnc2)CC1,4,-25,3,1.4,-1,-1,-0.2,2,1,-0.2,-1.5
Cc1ccc(C2C3=C(NCCN=C3c3ccccc3)C(=O)N2c2ccccc2)cc1 (centres undefined),3,15,11,0.2,2,-6,0.6,-19,15,-2.6,-3.4
O=C(Nc1ccc(Cl)c(S(=O)(=O)N2CCOCC2)c1)c1ccc(OCC2CCCO2)cc1 (centres undefined),1,nt,nt,nt,-1,nt,0.3,1,nt,nt,1.4
CCn1c(NC(=O)C(C)C)c2ccccc2nc1=O,-24,0,-6,3.6,-29,0,2.4,808,12,-2.4,1.9
Cc1cccc(C)c1NC(=O)c1ccc2c(c1)CCN2S(C)(=O)=O,1,-4,2,1.7,-7,10,2.2,17,2,-0.4,-0.5
O=C(NCc1ccccc1)c1cccc(COc2ccccc2Cl)c1,9,-19,1,1.9,-21,-9,4.2,0,4,-0.7,0.2
COc1ccccc1/C=N\Nc1cc(C)nc(-n2nc(C)cc2C)n1,-3,10,5,-1.9,-41,-1,1.1,67,-30,5.9,-4.3
CCCCn1c(SCC(=O)Nc2cc(C)on2)nc2cc(S(N)(=O)=O)ccc21,-5,-10,-5,2.1,nt,-14,1.8,4,7,-1.8,0.3
COc1cc(NC(=O)COc2ccccc2[N+](=O)[O-])ccc1NC(=O)c1ccco1,-3,8,-14,0.9,0,-2,-2.2,10,-11,1.6,-2.0
CCCn1c(=O)c(C(=O)NCc2ccc(OC)c(OC)c2)c(O)c2ccccc21,-8,3,-1,0.5,1,-3,3.0,1,3,-0.4,2.4
Cc1cnc(N2C(=O)c3ccc([N+](=O)[O-])cc3C2=O)s1,3,8,5,2.8,-3,2,-1.3,41,-6,1.2,-1.4
O=C(Cc1ccc(NS(=O)(=O)c2ccc(F)cc2)cc1)NCc1cccnc1,-3,-4,-9,3.8,0,13,3.3,-1,7,-1.3,0.6
S=c1[nH]c(-c2ccccc2)cn1/N=C/c1ccncc1,1,-17,-11,1.5,27,4,-0.3,361,5,-0.9,-3.3
COc1ccc(/C=N/NC(=O)c2cccc(NC(=O)c3ccccc3)c2)c(C(=O)O)c1OC,-1,-17,-5,3.5,-8,3,2.5,-7,9,-1.8,0.8
CC(C)CN(C(=O)CC(C)c1ccccc1)c1c(N)n(Cc2ccccc2)c(=O)[nH]c1=O (centres undefined),-5,-23,-18,4.9,-24,-8,-1.7,-14,14,-2.6,-0.6
Cc1ccc(NC(=O)Cn2c3ccc(F)cc3c3nc4n(c(=O)c32)CCS4)cc1F,-2,-4,-8,-0.8,0,-11,-0.2,52,-12,2.7,-1.9
Cc1ccc2c(c1)N(CC(=O)NCC1CCCO1)C(=O)C(C(C)C)O2 (centres undefined),9,-13,-1,0.6,16,-5,3.5,7,16,-3.0,0.0
O=c1[nH][nH]cc1C=Nc1ccccc1Cl,6,-15,0,2.4,-4,12,0.0,5,13,-2.8,2.3
O=C(NC1C=CS(=O)(=O)C1)c1sc2ccccc2c1Cl (centres undefined),2,-3,9,0.7,7,-9,0.7,2,3,-0.6,-0.1
COc1nsnc1NS(=O)(=O)c1ccc(NC(=S)NC(=O)c2ccncc2)cc1,8,6,-4,29*,14,9,74*,1,13,-2.6,62*
CCOC(=O)c1sc2nc3c(cc2c1N)COC(C)(CC)C3 (centres undefined),2,-6,-13,3.1,1,-1,0.5,5,-5,1.1,-1.8
COC(=O)N/N=C/c1ccc([N+](=O)[O-])o1,2,1,15,19*,-10,11,97*,nt,4,-0.8,79*
COCCn1c(C)cc(C(=O)CSc2nc3ccccc3c(=O)n2Cc2ccco2)c1C,9,16,2,3.7,-32,0,4.4,19,10,-2.1,1.4
Cn1c(Cc2ccccc2)nnc1SCC(=O)NC1CCCC1,2,-3,5,1.0,-35,-8,3.4,-13,7,-1.3,0.7
CCC(=O)Oc1ccc(-c2cnc3ccccc3n2)cc1,-11,13,-8,-0.5,11,-15,2.3,-22,5,-0.9,3.9
CCOc1ccc(OCCOc2cccc(C(F)(F)F)c2)cc1,10,9,-3,4.5,9,2,4.3,-9,-9,2.1,-0.6
NS(=O)(=O)c1ccc(N2CCN(C(=O)C3COc4ccccc4O3)CC2)nc1 (centres undefined),0,5,-5,-0.2,nt,0,nt,nt,-4,0.6,nt
COC(=O)c1ccc(N2NC(=O)/C(=C/c3ccc(OC)c(OC)c3)C2=O)cc1,-4,7,1,-0.1,-10,2,0.1,8,8,-1.5,-0.9
CN1CCN(C(=O)c2ccc(COc3ccc(C(C)(C)C)cc3)o2)CC1,0,-18,-3,4.7,-21,-4,-0.8,14,17,-3.0,-1.2
CNC(=O)COC(=O)/C=C/c1c(C)nn(-c2ccccc2)c1C,-5,-24,-11,0.6,-8,-1,1.6,-10,12,-2.5,-2.1
CN(c1ccccc1)S(=O)(=O)c1cccc(C(=O)OCC(=O)Nc2ccc3[nH]c(=O)[nH]c3c2)c1,-4,-1,-7,7.2,-22,-6,0.0,-11,14,-2.2,0.0
Cc1ccn(C(=O)c2cc3cc(Cl)ccc3oc2=O)n1,-7,1,7,3.0,-24,-14,-1.6,12,17,-3.2,-1.4
